Source: PubChem BioAssay
Myeloid diff 2: promotes myeloid progenitor differentiation; ER-HoxA9 myeloid progenitors, lysozyme-GFP differentiation, flow cytometry; calls only at 10 µM; 360,000 compounds, 1% hits;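 active = normalized GFP-positive differentiation at or above the plate's own cutoff, the solvent-only control mean plus 3 SD; inconclusive = no clear call, values can overlap the other calls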;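 also: cells exposed to compound for four days before flow analysis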
Myeloid diff 2 GFP+ MAC1+ %: second read-out of Myeloid diff 2, no call of its own (marks repeat the call); GFP+ MAC1+ double positive, %; measured here: differentiation confirmed by MAC1 staining
Active calls of the source: *; i = inactive; ? = inconclusive; . = not tested or not shown. This is a subset. The share of hits here may be higher or lower than overall.

canonical_smiles | Myeloid diff 2 | Myeloid diff 2 GFP+ MAC1+ %
O=C1NC[C@@H](CCCCN2C[C@H](Cc3ccccc3)N(CCC3CCCCC3)C(=O)C2=O)N(Cc2ccccc2)C1=O | i | 0.9
Oc1cccnc1CN1CCCCC1 | i | 0.6
O=C(COc1ccccc1F)N1N=C(c2cccs2)CC1c1ccco1 (configuration not stated) | i | 2.0
Cc1cc(C)[n+](Cc2ccccc2)cc1C(N)=O | i | 0.9
CCC1Nc2ncnc(N3CCN(c4ccccn4)CC3)c2N(Cc2ccc(Br)cc2)C1=O (configuration not stated) | i | 0.4
C[C@H]1CN([C@@H](C)CO)C(=O)CCCn2nncc2CO[C@@H]1CN(C)Cc1ccc(Oc2ccccc2)cc1 | i | 2.1
Oc1c(CNc2ccccc2)cc(COCc2ccccc2)c2cccnc12 | i | 2.3
O=C1COc2ccc(C(=O)COC(=O)CCCOc3ccccc3)cc2N1 | i | 0.7
Cc1ccc(S(=O)(=O)NCCC(=O)NNC(=O)c2ccccc2O)cc1C | i | 0.5
Cc1ccnn1-c1ccc(C(=O)N2CCCN(S(=O)(=O)c3ccc(F)cc3)CC2)cc1 | i | 1.0
CC[C@H]1C(=O)[C@@H](Cc2ccccc2)[C@@H]2CCN3C(=O)CCC[C@H]1[C@H]23 | i | 1.4
CCN1C(=O)[C@H]2[C@@H](c3ccc(C(F)(F)F)cc3)N[C@]3(CCCN(Cc4ccc(C(F)(F)F)cc4)C3=O)[C@H]2C1=O | i | 0.4
C[C@@H]1CN([C@@H](C)CO)C(=O)c2cc(NC(=O)c3ccccc3)ccc2O[C@@H](C)CCCCO[C@@H]1CN(C)S(=O)(=O)c1ccc(F)cc1 | i | 0.9
COc1ccc(CNC(=O)c2csc3c2CCCC3)cc1 | i | 0.6
COc1ccccc1CCC(=O)Nc1ccc(OC)c(S(=O)(=O)N2CCCCC2)c1 | i | 1.0
COc1ccc2[nH]c3c(c2c1)CCN1C(=O)C(CC(=O)NCCCn2ccnc2)C[C@H](C(=O)N2CCCCC2)[C@@]31C (some centres not stated) | i | 2.3
CCN1C[C@@H]2[C@@H]3C(=O)N(C)C(=O)[C@@H]3[C@](C)(C1=O)N2C(=O)c1ccc(C(C)(C)C)cc1 | i | 1.9
CCOc1ccc(CCNC(=O)C2CC(=O)N(c3ccc4c(c3)OCCO4)C2)cc1OCC (configuration not stated) | i | 0.8
CCc1sc(C(=O)N2CCN(CC(=O)Nc3cccc(F)c3)CC2)cc1C | i | 1.4
CN(CC(=O)Nc1ccc(F)cc1)C(=O)COC(=O)CNC(=O)c1ccc(Cl)cc1Cl | i | 0.6
COc1ccc(C2=CC3=C(Br)C(=O)C(C)(OC(=O)c4cccs4)C(=O)C3=CO2)cc1 (configuration not stated) | i | 1.5
CCN(CC(=O)N1CCC(C(N)=O)CC1)S(=O)(=O)c1cc(Cl)ccc1Cl | i | 0.6
O=C(CCN=C1NS(=O)(=O)c2ccccc21)OCc1ccccc1 | i | 0.4
COc1cccc(NC(=O)Cc2csc(NC(=O)Nc3ccccc3OC)n2)c1 | i | 1.9
Cc1ccc(S(=O)(=O)N2[C@@H](c3ccccc3F)C(C(=O)O)=CC[C@H]2c2cccc(C)c2)cc1 | i | 1.1

Next section, starting with the last 5 of the part before.
canonical_smiles | Myeloid diff 2 | Myeloid diff 2 GFP+ MAC1+ %
COc1ccc(C2=CC3=C(Br)C(=O)C(C)(OC(=O)c4cccs4)C(=O)C3=CO2)cc1 (configuration not stated) | i | 1.5
CCN(CC(=O)N1CCC(C(N)=O)CC1)S(=O)(=O)c1cc(Cl)ccc1Cl | i | 0.6
O=C(CCN=C1NS(=O)(=O)c2ccccc21)OCc1ccccc1 | i | 0.4
COc1cccc(NC(=O)Cc2csc(NC(=O)Nc3ccccc3OC)n2)c1 | i | 1.9
Cc1ccc(S(=O)(=O)N2[C@@H](c3ccccc3F)C(C(=O)O)=CC[C@H]2c2cccc(C)c2)cc1 | i | 1.1
CC(=O)NC12CC3CC(C1)CC(C(=O)Nc1cccc(S(=O)(=O)N4CCCCCC4)c1)(C3)C2 | i | 1.6
Cc1ccc(C(O)c2ncc(-c3ccccc3F)[nH]2)cc1F (configuration not stated) | i | 0.8
O=[N+]([O-])c1ccc(Oc2ccc(S(=O)(=O)N3CCOCC3)cn2)cc1 | i | 1.4
CCCN(CC(=O)Nc1ccccc1OC)C(=O)CNC(=O)c1ccc(C)s1 | i | 1.3
CCOc1cccc(-c2cc(NCCc3ccccn3)n3nccc3n2)c1 | i | 1.3
COCCCN1C(=O)C(CC(=O)NCc2cccc3ccccc23)CC(C(=O)N2CCCCCC2)=C1C (configuration not stated) | i | 0.5
C[C@@H]1CN([C@@H](C)CO)C(=O)CCCn2cc(nn2)CO[C@H]1CN(C)C(=O)c1cc(-c2ccccc2)on1 | i | 1.0
COc1ccc(N2CCN(CC(=O)NC(=O)NCc3ccccc3)CC2)cc1 | i | 0.7
COc1ccc(-c2cc(C(=O)N3CCN(c4ccccc4O)CC3)c3ccccc3n2)cc1 | i | 0.2
CCN(CC)c1c(C)nc2ccc(C(=O)Nc3cc(-c4ccccc4)ccc3OC)cn12 | i | 1.1
CCc1ccc(C(O)c2ncc(-c3ccccc3OC)[nH]2)cc1 (configuration not stated) | i | 0.5
O=S1(=O)c2c(F)cccc2O[C@@H](COCc2ccccc2)CN1CCc1ccc(F)cc1 | i | 0.5
CN(CC(=O)Nc1ccc(OC(F)(F)F)cc1)C(=O)Cn1c(=O)cnc2ccccc21 | i | 1.0
CCCNC(=O)C1(C)CCN(Cc2cc(C(F)(F)F)ccc2Cl)C1 (configuration not stated) | i | 1.2
CC1(C)SC2C(NC(=O)C3(N)CCCCC3)C(=O)N2C1C(=O)O (configuration not stated) | i | 1.0
COc1ccc(C(C)(O)c2nc(-c3ccc(F)c(Cl)c3)cs2)cc1 (configuration not stated) | i | 0.6
CCc1ccccc1C1C(=O)c2ccccc2C1=O | i | 1.0
CCOC(=O)c1c(NC(=O)COC(=O)c2ccc(Cl)nc2)sc(C(=O)N(C)C)c1C | i | 0.5
COc1ccc(CC(O)CO)cc1OCc1ccccc1 (configuration not stated) | i | 1.7
CCCCC1CCC(C(=O)N(CC(C)C)c2c(N)n(CCCC)c(=O)[nH]c2=O)CC1 (configuration not stated) | i | 0.5
O=C(Nc1cc(S(=O)(=O)N2CCOCC2)ccc1Cl)C1CCC1 | i | 0.5
COc1ccc(CN2C(=O)CCC2(C)c2nnnn2-c2c(C)cccc2C)cc1OC (configuration not stated) | i | 1.3
CN(C(=O)COC(=O)c1cccc(S(=O)(=O)N2CCCCCC2)c1)c1ccccc1 | i | 0.4
CCN1CCN(c2ccc(S(=O)(=O)N3CCOCC3)cc2NC(=O)c2ccc(C)cc2C)CC1 | i | 1.9
COc1ccccc1NC(=O)c1ccccc1NC(=O)c1ccccn1 | i | 1.1

(continued)
canonical_smiles | Myeloid diff 2 | Myeloid diff 2 GFP+ MAC1+ %
O=C(CCNC(=O)c1ccc([N+](=O)[O-])cc1)NCc1cccs1 | i | 1.0
CC(Sc1nnc(C(C)Oc2ccc(F)cc2)o1)C(=O)NCc1ccc2c(c1)OCO2 (configuration not stated) | i | 1.3
CCCC1SCC(C)(C)NC1=O (configuration not stated) | i | 1.4
CCc1ccc(C(=O)NNC(=O)C2CCN(c3ncnc4sc(C)c(C)c34)CC2)cc1 | i | 0.6
O=C(C[C@@H]1C/C=C\CC[C@@H](Cc2ccc(F)cc2)C(=O)OC[C@@H]2CCCN2C1=O)NCCO | i | 0.4
O=C(NC(=S)N1CCCCC1CO)c1cccs1 (configuration not stated) | i | 1.1
CCCCCCN1C[C@@H](n2cc(COC(=O)c3ccccc3)nn2)[C@H](O)C[C@@H]1c1ccccc1 | i | 0.3
CCCNC(=O)c1cc(C2CCCCN2C(=O)c2ccccc2)on1 (configuration not stated) | i | 1.9
O=C(CSc1nnc(-c2ccc3c(c2)OCO3)o1)Nc1c(F)cccc1F | i | 0.4
COCCn1c(N)c(N(Cc2ccccc2)C(=O)COc2ccc(F)cc2Cl)c(=O)[nH]c1=O | i | 0.6
CCN(C[C@H]1N[C@@](Cc2ccccc2)(C(=O)OC)[C@H]2C(=O)N(Cc3ccccc3)C(=O)[C@@H]12)C(=O)Nc1ccc(C)cc1 | i | 1.5
COc1ccccc1NC(=O)CSc1nc(=O)n2cc(C)ccc2n1 | i | 1.3
O=C(NNC(=O)c1ccc(Br)s1)c1csc(N2CCOCC2)n1 | i | 0.8
CCCCn1c(N)c(N(CCOC)C(=O)c2cccc(-n3cnnn3)c2)c(=O)[nH]c1=O | i | 0.8
CC1Nc2ncnc(N3CCc4ccccc4C3)c2N(Cc2ccccc2)C1=O (configuration not stated) | i | 0.3
C[C@@H]1CN(Cc2nnnn2CC(=O)NCCCn2cccn2)C[C@H](C)O1 | i | 1.3
O=C(CNC(=O)c1cccc(F)c1)NC1CC1 | i | 0.8
COc1ccc(S(=O)(=O)N2CCCCC2)cc1NC(=O)Cc1cccs1 | i | 1.4
Cc1ccc(C(=O)NCCCNC(=O)Cc2ccc(Cl)cc2)cn1 | i | 1.0
NC(COCc1ccccc1)c1csc(Nc2ccc(C(=O)c3ccccc3)cc2)n1 (configuration not stated) | i | 0.9
COCC(=O)Nc1ccc(N2CCOCC2)c(S(=O)(=O)Nc2ccc(OC)cc2)c1 | i | 1.0
O=C(c1cccc(Br)c1)c1coc2ccc(O)cc12 | i | 0.2
COc1ccc(C(CNC(=O)CNC(=O)c2cccc(C)c2)N2CCOCC2)cc1 (configuration not stated) | i | 0.7
C[C@H]1Cn2cnc(C(=O)NCc3ccc(CNC(=O)OC(C)(C)C)cc3)c2C(=O)N1 | i | 0.7
CC1=C(C(=O)N2CCCCCC2)CC(CC(=O)NC2CCCCC2)C(=O)N1Cc1ccc(C(C)(C)C)cc1 (configuration not stated) | i | 0.3

Following part.
canonical_smiles | Myeloid diff 2 | Myeloid diff 2 GFP+ MAC1+ %
CC(C)C[C@H]1CNC(=S)N1C[C@H]1CCCN1C[C@H](CC(C)C)N1C[C@H](CC(C)C)N(CCc2ccccc2)C1=S | ? | .
CC1CC(C(=O)Nc2ccccc2)C(=O)O1 (configuration not stated) | i | 0.4
C[C@H](NC(=O)c1ccco1)C(=O)OCC(=O)N1CC(=O)Nc2ccccc21 | i | 0.5
CCNCC(=O)Nc1c(C)cccc1C | i | 1.5
CONC(=O)c1ccc(-c2cccc3nccn23)cc1 | i | 0.5
CCOc1ccc(S(=O)(=O)N2CCC(C(=O)Nc3ccccc3N3CCCC3)CC2)cc1 | i | 0.6
N#CCCN(C(=O)COC(=O)c1cc(S(=O)(=O)N2CCOCC2)ccc1Cl)c1ccc(F)cc1 | i | 0.8
Nc1ccn(C2OC(CCl)C(O)C2O)c(=O)n1 (configuration not stated) | i | 1.6
COc1ccc(S(=O)(=O)N2CCC[C@H]2C(=O)N2CCC[C@H]2C(=O)N[C@H](C)c2ccccc2)cc1C | i | 0.2
O=C1c2ccccc2CCc2ccccc21 | ? | .
COc1ccc(S(=O)(=O)N2CCCCCC2)cc1C(=O)N(C)CC(=O)Nc1ccc(Cl)c(Cl)c1 | i | 0.5
COC(=O)c1sc(NC(=O)c2ccc3c(c2)OCO3)c(C#N)c1C | i | 1.1
COc1cccc(OC)c1C(=O)Nc1cccc(-c2ccc(N3CCOCC3)nn2)c1 | i | 1.0
O=C(NCC1CCCO1)c1cccc(S(=O)(=O)Nc2ccccc2Cl)c1 (configuration not stated) | i | 1.1
CCCCn1nnnc1C(c1ccccc1)N1CCc2ccccc2C1 (configuration not stated) | i | 1.2
CC(=O)Nc1ccc(C=NNC(=O)c2ccc(NS(=O)(=O)c3cccs3)cc2)cc1 | i | 1.0
COc1ccc(C(NC(=O)C2CCN(Cc3cc(OC)cc(OC)c3)CC2)c2ccccn2)cc1 (configuration not stated) | i | 1.6
CN(C)CCOc1ccc(/C(=C(/CCCl)c2ccccc2)c2ccccc2)cc1 | i | 25
CCc1ccc(C(=O)CCC(=O)Nc2cccc(S(=O)(=O)N3CCCCC3)c2)cc1 | i | 0.5
CN(C)CCNc1nc(Oc2cccc(F)c2)c2sccc2n1 | i | 1.5
CCCCSc1n[nH]c(=S)c2nc[nH]c12 | i | 0.8
CCN1CCN(S(=O)(=O)c2ccc(Cl)c(C(=O)N(C)Cc3cccc(Cl)c3Cl)c2)CC1 | i | 0.6
CC(C)CN(C(=O)CC1CCCC1)c1c(N)n(Cc2ccccc2)c(=O)[nH]c1=O | i | 1.2
O=C(OCC(=O)N1CCCC1)c1ccccc1C(=O)c1ccccc1 | i | 1.0
COC(=O)[C@]1(Cc2ccccc2)N[C@H](CN(C)S(=O)(=O)c2ccc(OC(F)(F)F)cc2)[C@@H]2C(=O)N(Cc3ccccc3)C(=O)[C@@H]21 | i | 1.0

(further entries)
canonical_smiles | Myeloid diff 2 | Myeloid diff 2 GFP+ MAC1+ %
CCN1CCc2nc(N)oc2CC1 | i | 1.4
CC(C)C[C@@H](CO)N(Cc1ccccc1)S(=O)(=O)N(Cc1ccccc1)[C@@H](CO)CC(C)C | i | 1.6
CC(=O)Nc1ccc(S(=O)(=O)NC(C)C(=O)OCC(=O)Nc2ccc(F)cc2Cl)cc1 (configuration not stated) | i | 0.7
COC(=O)C[C@H]1C[C@H]2c3cc(NS(=O)(=O)c4ccc(OC)cc4)ccc3O[C@H]2[C@H](CO)O1 | i | 0.2
COC(=O)C1CCN(C(=O)COC(=O)c2cc(S(=O)(=O)N3CCOCC3)ccc2C)CC1 | i | 0.5
Cc1c(C(=O)Nc2ccccn2)oc2ccc(Br)cc12 | i | 0.5

Single records, from the list above. Values in the order: Myeloid diff 2	Myeloid diff 2 GFP+ MAC1+ %
`CCCCSc1n[nH]c(=S)c2nc[nH]c12` in the list: i	0.8
`Cc1ccc(C(=O)NCCCNC(=O)Cc2ccc(Cl)cc2)cn1` in the list: i	1.0
`COc1cccc(NC(=O)Cc2csc(NC(=O)Nc3ccccc3OC)n2)c1` in the list: i	1.9
